# From PubChem BioAssay
# KLF5 inhibitor: KLF5 expression inhibitors, primary screen, DLD-1 cells, luminescence. 290,000 compounds, 0.23% hits. DLD-1 KLF5 promoter-luciferase reporter. inhibition, % at 5 µM;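 active = inhibition above a per-plate limit of that plate's mean compound inhibition plus 3 SD, cut at about 60% in these data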;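 note: 0% = DMSO wells and 100% = LY294002 at 200 µM; higher means less KLF5 promoter-driven luciferase light; inactives centre near -14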
# HSF-1 act: HSF-1 activators, primary screen, NIH3T3-HGL cells, MG132 stress, luminescence, single point; NIH3T3-HGL HSF-1 luciferase reporter, 8 h; 100% = twice DMSO control signal; activation, % at 9 µM; 300,000 compounds, 1.7% hits; AID 504408, 2011;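 active = mean replicate activation of at least 50% with a set share of replicates each reaching 50%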;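 note: 0% = median of the neutral control wells and 100% = twice that signal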
# GSK3A inh: blockers of GSK3A enzyme activity – biochemical, luminescence, cell-free homogeneous, HTS, primary screen | inhibition, % at 10 µM | AID 2650, 2010 | GSK-3 alpha kinase, ADP-Glo luminescence, 60 min | 320,000 compounds, 0.1% hits;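 in the data active = inhibition above about 50%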;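 note: GST-tagged GSK-3 alpha with peptide substrate and 25 µM ATP; 0% = DMSO neutral wells and 100% = GW8510 positive control wells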
# Target sequence (P49840 whole entry, looked up): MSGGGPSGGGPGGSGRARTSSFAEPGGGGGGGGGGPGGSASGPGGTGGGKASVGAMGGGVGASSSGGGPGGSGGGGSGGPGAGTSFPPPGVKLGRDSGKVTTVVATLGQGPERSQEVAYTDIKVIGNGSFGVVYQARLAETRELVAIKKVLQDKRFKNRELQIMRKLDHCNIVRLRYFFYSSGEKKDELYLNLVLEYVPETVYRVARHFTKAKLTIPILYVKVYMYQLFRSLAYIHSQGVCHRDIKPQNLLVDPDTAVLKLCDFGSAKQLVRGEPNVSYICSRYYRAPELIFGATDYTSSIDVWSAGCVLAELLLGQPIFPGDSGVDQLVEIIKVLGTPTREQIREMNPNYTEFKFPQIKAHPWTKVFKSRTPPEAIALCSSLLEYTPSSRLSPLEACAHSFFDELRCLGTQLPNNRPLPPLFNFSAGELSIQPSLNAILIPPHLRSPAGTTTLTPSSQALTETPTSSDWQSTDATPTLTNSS
# Platelet DG rel: inhibitors of platelet dense granule secretion, primary screen, cell-based, MLPCN, human platelets; human platelet-rich plasma, SFLLRN dense granule ATP release, luminescence; inhibition, %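 (compounds screened at 7.5 µM in platelet-rich plasma)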; 300,000 compounds, 0.22% hits; AID 1663, 2009;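 active = mean replicate score, as percent of positive control, at or above 50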
# HSF1 inhib: HSF1 inhibitors in luciferase reporter cells, primary screen, cell-based, NIH3T3, luminescence. 300,000 compounds, 0.77% hits. activity change, negative = inhibition, % at 7.5 µM (by protocol). AID 2098, 2009. NIH3T3-HGL HSE-luciferase, MG132-induced, luminescence 8 h; hits give low values;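 active = more than half of replicate wells show activity change below -50%, luminescence cut by over half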;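 note: luciferase reports HSF-1 transcriptional activity via heat shock element; 0% = median of DMSO wells and -100% = zero luminescence signal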
# HSP90 refold inh: HSP90 inhibitors, primary screen, cell lysate, luminescence. 290,000 compounds, 0.91% hits. Rabbit reticulocyte lysate, luciferase refolding luminescence, 3 h. inhibition, % at 5.6 µM. Heat shock protein HSP 90 (rabbit reticulocyte lysate; luciferase refolding);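 active = inhibition above the screen-wide mean plus 3 SD, computed separately per campaign, cut at about 16% in these data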;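 note: 0% = DMSO wells and 100% = 60 µM geldanamycin wells; inhibitors lower the luminescence because luciferase stays unfolded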
# IEC-6 tox: cytotoxicity in IEC-6 intestinal epithelial cells, primary screen, cytotoxicity control for KLF5 inhibitor project, cell-based, luminescence; AID 1825, 2009; inhibition, % at 5 µM; IEC-6 cytotoxicity, luminescence viability; 290,000 compounds, 0.78% hits; in the data active = inhibition above about 22%;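 note: 0% = plate median of test compound wells and 100% = cytotoxic reference compound wells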
# aSyn UTR inh: MLPCN primary screen, SNCA 5' untranslated region; alpha-synuclein 5'UTR reporter, inhibitor activity; inhibition, % (tested at 7.5 µM); 300,000 compounds, 0.82% hits; in the data active = inhibition above about 60%;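 note: H4 neuroglioblastoma cells stably carrying SNCA 5'UTR luciferase fusion; 0% = DMSO wells and 100% = positive control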
# DYRK1A inh: rat Dyrk1A kinase inhibitors, primary screen, biochemical, single point, plate reader; Dual specificity tyrosine-phosphorylation-regulated kinase 1A (Rattus norvegicus), Q63470; 310,000 compounds, 0.43% hits; ADP-Glo luminescence, NFATc1 peptide; inhibition, % at 12.5 µM; in the data active = inhibition above about 50%;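 note: plate controls were vehicle with enzyme for no effect and no enzyme for full effect; many of its hits are not listed in these tables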
# GSK3B inh: human GSK3beta kinase inhibitors, primary screen, biochemical, cell-free homogeneous, HTS; Glycogen synthase kinase-3 beta (Homo sapiens), P49841; activity score (negative = inhibition), % at 10 µM; 300,000 compounds, 0.038% hits; GST-GSK3beta kinase, ADP-Glo luminescence, 60 min; hits give low values;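 active = more than half of replicate wells score below -50%, meaning over 50% inhibition versus plate controls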;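 note: 0% = median DMSO wells and -100% = median GW8510 positive control wells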
# Target sequence (P49841 whole entry, looked up): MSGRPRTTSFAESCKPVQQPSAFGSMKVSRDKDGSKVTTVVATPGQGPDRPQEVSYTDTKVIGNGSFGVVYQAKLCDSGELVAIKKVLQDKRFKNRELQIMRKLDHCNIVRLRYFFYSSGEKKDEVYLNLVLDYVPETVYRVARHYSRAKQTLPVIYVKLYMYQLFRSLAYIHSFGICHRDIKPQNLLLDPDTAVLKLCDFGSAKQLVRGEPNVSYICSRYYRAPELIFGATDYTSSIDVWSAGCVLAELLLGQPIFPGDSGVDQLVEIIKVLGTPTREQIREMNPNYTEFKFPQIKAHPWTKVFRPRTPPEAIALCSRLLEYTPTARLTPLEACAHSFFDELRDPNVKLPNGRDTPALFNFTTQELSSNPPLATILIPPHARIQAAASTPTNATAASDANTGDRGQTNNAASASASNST
#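 Assay system: GST-fused GSK3beta enzyme, cell-free / Medium: Tris pH 7.5 buffer with MgCl2, DTT, BSA, heparin / Also added: peptide substrate plus 25 µM ATP (final) / Compound: 10 µM single point / Timing: kinase reaction with compound 60 min at room temperature / Detection: ADP-Glo luminescence / Benchmarks: DMSO neutral wells and GW8510 at 20 µM as positive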
# Numbers without * were called inactive; nt = no result given. Not all compounds are listed; rates above refer to the full screens.
SMILES,KLF5 inhibitor,HSF-1 act,GSK3A inh,Platelet DG rel,HSF1 inhib,HSP90 refold inh,IEC-6 tox,aSyn UTR inh,DYRK1A inh,GSK3B inh
COC(=O)Cc1cc(C)cc2c(=O)cc(-c3ccoc3)oc12,nt,-13,1,12,-5,nt,nt,-4,nt,2
Cc1cccc(NS(=O)(=O)c2ccc(Br)s2)n1,-6,-18,0,3,0,-2,4,10,-2,0
COC(=O)C1=C(C)N(c2ccc(C(=O)OC)cc2)C(=O)C1,-37,-8,-1,-4,-1,-3,-8,17,3,-17
O=c1cc(C(F)(F)F)nc(-n2[nH]c3c(c2=O)CCCC3)[nH]1,3,4,-6,-2,-2,2,-2,6,3,-1
COc1cccc(C(=O)NNC2OC(CO)C(O)C2O)c1 (stereo not drawn),-37,18,2,-6,11,-3,6,-19,2,2
COc1ccc(C(=S)N2CCOCC2)cc1OS(=O)(=O)c1ccc(Br)cc1,-42,-10,0,-2,4,1,-4,-5,6,2
C=CCn1c(Cc2cccs2)nnc1SCC(=O)c1ccc2ccccc2c1,-13,8,-1,-3,2,5,0,17,-5,2
O=C(NCCCc1ccccc1)c1ccc(Br)o1,-55,29,3,-3,26,0,3,-62,4,-5
C/C(=N\N1CCN(c2ccc(Cl)cc2)CC1)c1ccco1,0,2,-2,20,-1,-1,2,-9,-4,-4
CCOC(=O)CCN(Cc1ccccc1)S(=O)(=O)c1csc(C(N)=O)c1,-11,7,nt,5,11,-1,9,-2,4,0
Cc1c(/C=N/N2C(=O)C3C4C=CC(C4)C3C2=O)c2ccccc2n1C (stereo not drawn),-6,3,-1,-5,-7,2,1,-1,-6,-1
COc1ccc(-n2c(C)cc(C(=O)CN3C(=O)NC4(CCCc5sccc54)C3=O)c2C)cc1 (stereo not drawn),21,2,1,2,-4,-3,-10,13,2,-1
O=C(CN1C(=O)C2CCCCN2C(=O)c2ccccc21)Nc1ccc(F)cc1 (stereo not drawn),-18,2,0,-1,0,2,1,-13,-8,0
Cc1cc(NCCCN2CCOCC2)n2nc(C)c(-c3ccc(F)cc3)c2n1,-14,-1,-1,-2,-3,-2,-4,-8,-8,-1
O=C(CCCn1nnnc1CN1CCOCC1)N1CCN(c2ccccc2F)CC1,-12,0,-1,-5,-3,5,3,4,-2,4
CCc1cccc(CC)c1NC(=O)C(CC)Sc1nc2ccncc2[nH]1 (stereo not drawn),-12,2,-2,-11,0,8,4,15,-1,-1
OC(CNCc1ccccc1F)(c1ccc(F)cc1)c1ccc(F)cc1,-39,15,-1,3,5,4,-3,-28,-3,-3
OC(c1ccccc1)C1CN(Cc2ccccc2)CCC1(O)c1ccccc1 (stereo not drawn),-25,0,2,9,-6,-3,4,-18,nt,-1
O=C(/C=C/c1ccccc1)NNC(=O)c1cccs1,2,16,-1,-36,8,-4,-3,-55,nt,-1
COc1ccc(C2=NOC(Cn3nc(C(=O)NCc4ccc(OC(F)(F)F)cc4)cc3-c3ccccc3)C2)cc1 (stereo not drawn),nt,-14,-1,6,2,nt,nt,31,0,-4
O=C(Nc1ccccc1C(=O)O)c1cc(S(=O)(=O)Nc2ccccc2)ccc1Cl,-14,-13,-2,5,-11,-4,1,-14,-1,3
CC(=O)N1CCN(C(=O)c2ccc(S(=O)(=O)Nc3ccccc3C)cc2)CC1,nt,-4,0,1,-2,nt,nt,15,-6,1
Cc1ccc(C2(c3noc(CN(C)Cc4ccccn4)n3)CCCC2)cc1,-35,17,-2,4,4,2,-2,18,-5,1
O=C(O)CSc1nnc(Cc2cccc3ccccc23)n1-c1cc(C(F)(F)F)cc(C(F)(F)F)c1,-18,-4,-6,3,-6,-4,1,2,-7,6
Cc1noc(C)c1C(=O)N1CCc2ccccc2C1,-7,-12,0,9,-5,2,2,-10,14,0
O=C(COC(=O)CNC(=O)C12CC3CC(CC(C3)C1)C2)NC1CCS(=O)(=O)C1 (stereo not drawn),-28,-7,0,-3,-11,1,2,3,-1,-1
CSc1nc2c(cc1C#N)CCCCC2,-28,-16,-1,-2,1,4,3,-7,-1,0
COc1ccc(N2CCN(C(=O)c3c(-c4ccccc4)noc3C)CC2)cc1,-9,7,-2,-1,0,2,-4,5,-1,-1
Cc1ccc(-n2nnnc2SCn2nnc3ccccc3c2=O)cc1,-123,nt,-2,nt,nt,0,1,nt,9,nt
Cc1ccccc1OCCCCc1c(C)n[nH]c1C,1,1,-1,1,-7,7,5,0,6,3
O=Cc1c(Nc2ccccc2Cl)nc2ccccn2c1=O,-41,-11,-2,2,-2,0,9,-10,nt,-2
Cc1ccc(NC(=O)COC(=O)c2ccc([N+](=O)[O-])o2)cc1S(=O)(=O)N1CCCCCC1,-27,-1,-2,-7,3,-3,-4,-16,1,1
O=C(c1cccs1)N1CCN(CCCc2ccccc2)CC1,-42,7,nt,-2,0,5,2,1,-6,-3
Nc1nnc(SC2CCCC2)s1,0,13,1,12,2,-1,-2,-33,-6,-3
CC(C)(CO)NC(=O)C12CC3CC(CC(Br)(C3)C1)C2,-21,18,-3,-7,-4,-3,2,12,nt,2
CCOC(=O)[C@@H]1[C@H]2COc3cc(OC)ccc3[C@@H]2N2C(=O)N(c3cccc(F)c3)C(=O)[C@@]12C,13,0,-3,-2,0,0,4,6,5,2
O=C(Oc1ccc(C(=S)N2CCOCC2)cc1)c1ccc(F)cc1,-17,17,0,-5,-2,0,6,19,-6,-4
CC1(C)CC(=O)C(C=NCCN2CCN(C(=O)CC3CCCC3)CC2)=C(O)C1,-11,22,nt,-2,1,0,0,-6,-3,1
CN(CCc1ccccc1)C1CCCN(S(=O)(=O)CC(F)(F)F)C1 (stereo not drawn),-27,-6,1,2,1,2,1,4,nt,-1
O=C(Nc1ccccc1)OCCOc1ccc(Br)cc1,-8,-28,-1,-7,-8,-1,2,-20,-2,4
CCc1ccccc1NC(=O)CCC(=O)N1CCSc2ccccc21,-12,0,-1,-4,-4,2,-2,-9,5,-7
CN(C)CCn1c2c(c(SCC(=O)Nc3nccs3)nc1=O)CCCC2,nt,6,26,17,-2,nt,nt,-10,-4,-8
O=C(O/N=C1\CCCc2ccccc21)c1cccc(Cl)c1,-33,-6,-3,-1,3,0,4,-8,-2,5
O=C(Nc1ccnn1C1CCN(Cc2c[nH]c3ccccc23)CC1)c1ccccc1,-28,4,0,-8,-1,-5,4,1,-2,1
CCOC(=O)COc1ccc2c(c1)c(C(C)=O)c(C)n2-c1ccccc1,22,1,-3,10,-6,2,-5,3,-5,-3

# By substructure, the compounds so far containing a COOH group.
SMILES,KLF5 inhibitor,HSF-1 act,GSK3A inh,Platelet DG rel,HSF1 inhib,HSP90 refold inh,IEC-6 tox,aSyn UTR inh,DYRK1A inh,GSK3B inh
O=C(Nc1ccccc1C(=O)O)c1cc(S(=O)(=O)Nc2ccccc2)ccc1Cl,-14,-13,-2,5,-11,-4,1,-14,-1,3
O=C(O)CSc1nnc(Cc2cccc3ccccc23)n1-c1cc(C(F)(F)F)cc(C(F)(F)F)c1,-18,-4,-6,3,-6,-4,1,2,-7,6

# Other records.
SMILES,KLF5 inhibitor,HSF-1 act,GSK3A inh,Platelet DG rel,HSF1 inhib,HSP90 refold inh,IEC-6 tox,aSyn UTR inh,DYRK1A inh,GSK3B inh
COc1ccc(-c2noc(CCCC(=O)N3CCOCC3)n2)cc1,-48,-6,0,17,-1,1,-1,-9,1,2
Cc1ccc(NC(=S)Nc2ccc3cn[nH]c3c2)c(C)c1,-18,-28,29,9,-14,4,0,-2,71*,-2
CCOc1ccc(CN(C)C(=O)c2ccc3ccccc3n2)cc1,-8,10,-5,-3,0,-2,-5,-5,-2,nt
Cc1nonc1NC(=O)CSc1nc(CCC2CCCC2)nc2ccccc12,7,8,-4,2,10,5,-3,34,-5,-1
CCC1(C)Cc2c(sc3nnn(CC(=O)Nc4ccccc4C)c(=O)c23)CO1 (stereo not drawn),10,-4,-2,-16,11,-2,-2,33,0,0
CC1CC(C)CN(S(=O)(=O)c2cc3c4c(c2)C(C)C(=O)N4CCC3)C1 (stereo not drawn),-19,22,2,16,5,4,3,8,-6,0
CCn1c(NC(=O)c2ccco2)c(-c2ccccc2Cl)c(=O)c2ccccc21,-15,18,1,3,0,0,-3,-19,1,0
COCC(=O)n1nc(-c2ccccc2)nc1NCc1cccs1,-44,nt,nt,nt,nt,2,3,nt,3,nt
CCC1CCC/C1=N\NC(=O)c1ccccc1C (stereo not drawn),nt,18,-3,5,8,nt,nt,4,6,2
CN(C)CCCNC(=O)Cc1ccc(Br)cc1,-1,nt,0,-5,nt,3,1,26,nt,1
N/C(=N\c1nc(CSc2nnnn2-c2ccccc2)cc(=O)[nH]1)Nc1ccccc1,1,-7,0,0,1,3,0,14,nt,-1
O=C(O)c1ccccc1C(=O)Nc1ccc(-c2csc(-c3ccccc3)n2)cc1,-58,35,-1,5,11,0,1,-64,1,3
CSC1=NC2(C)CCCCC2C12C=CC(=O)C=C2 (stereo not drawn),-25,-4,-2,9,-5,2,-5,-19,-4,3
N=c1c(C(=O)NCCN2CCOCC2)cc2c(=O)n3ccccc3nc2n1Cc1ccc(F)cc1,-24,1,2,-3,5,-4,-1,16,5,1
COc1ccc(/C=N/N2C(C)CCCC2C)cc1O (stereo not drawn),-1,15,-2,-1,2,-1,-3,-9,-2,0
CCOC(=O)c1cccc(NC(=O)CSc2nnc(-c3cccnc3)n2C)c1,-13,2,1,8,-1,-2,-2,3,4,0
CCOC(=O)CC(=O)CSc1nc(N)c(C#N)c(-c2ccc(Cl)cc2)c1C#N,-22,nt,0,-14,nt,-2,0,nt,6,0
O=C(CCc1ccccc1)Nc1ccc(NS(=O)(=O)c2ccccc2)cc1,-21,3,-3,-1,-3,1,0,-1,-3,2
Cc1ccc(C(=O)NCCc2c[nH]c3ccccc23)c(C)c1,-156,40,-2,-2,16,2,-1,-104,6,4
O=C(COc1cccc2ccccc12)NNC(=O)c1cccs1,-14,8,-1,6,-3,-2,-4,6,4,-3
COc1ccc(/C=N/NC(=O)C(N)=O)c(OC)c1OC,3,7,-1,-7,0,1,2,-10,2,0
COc1ccc(CCC(=O)N(C)CC(=O)Nc2cc(C)ccc2C)cc1,-14,16,0,-4,-5,1,1,10,-2,0
COc1nc(-c2ccc(Cl)cc2Cl)nc2ccccc12,-27,4,0,2,1,-1,7,-18,-3,5
CCOC(=O)CS(=O)(=O)c1ccccc1,12,-2,1,0,-4,0,-2,-9,-2,1
Cc1cccc(NS(=O)(=O)c2cccc(C(=O)N3CCCCCC3)c2)c1,nt,4,-2,-1,2,nt,nt,22,4,-1
CCOc1ccc(N(CC(=O)N2CCCCCC2)S(=O)(=O)c2ccc(C)cc2)cc1,-5,18,-1,0,16,6,-1,6,12,-1
